High-throughput results from PubChem.
CHRM5 agonist: agonists of human muscarinic M5 receptor (CHRM5); actives 0.19% (n = 360,000); CHO-K1 hM5 cells, Fluo-8 calcium fluorescence; 0% DMSO wells, 100% maximal acetylcholine response; P08912; activation, % at 3 µM;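 active = activation above the run's mean over test compounds plus 3 SD, cut at about 23% in these data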;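 also: signal is peak over basal fluorescence ratio across the kinetic read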
Target sequence (P08912 whole entry, looked up): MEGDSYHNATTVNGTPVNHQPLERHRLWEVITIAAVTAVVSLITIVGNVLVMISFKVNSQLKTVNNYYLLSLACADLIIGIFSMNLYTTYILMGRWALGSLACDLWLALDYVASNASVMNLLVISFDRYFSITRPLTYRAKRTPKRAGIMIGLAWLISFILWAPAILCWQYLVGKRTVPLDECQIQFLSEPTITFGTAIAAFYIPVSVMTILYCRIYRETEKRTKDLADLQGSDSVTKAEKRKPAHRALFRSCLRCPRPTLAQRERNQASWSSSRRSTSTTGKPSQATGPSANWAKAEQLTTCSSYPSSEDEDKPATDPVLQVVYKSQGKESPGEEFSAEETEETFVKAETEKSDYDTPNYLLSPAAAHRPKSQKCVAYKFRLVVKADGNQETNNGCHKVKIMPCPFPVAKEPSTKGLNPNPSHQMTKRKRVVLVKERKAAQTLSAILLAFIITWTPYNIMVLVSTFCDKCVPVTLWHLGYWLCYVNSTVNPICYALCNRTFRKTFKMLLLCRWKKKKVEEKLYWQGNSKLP
TAAR1 ag: agonists of human TAAR1 | activation, % at 3 µM | AID 624467 | CHO RD-HGA16 TAAR1, Fluo-8 calcium fluorescence; vehicle wells 0%, saturating PEA agonist 100% | Q96RJ0 | actives 0.99% (n = 360,000);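 active = activation above the mean activation of all test compounds in the run plus 3 SD, cut at about 38% in these data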
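System: CHO-derived RD-HGA16 cells with stable Gα16 and human TAAR1. Times: 17-24 h plating, Fluo-8 75 min 37 °C, 30 min RT. Measured by: calcium-sensitive Fluo-8 signal, excitation 470-495, emission 515-575 nm. Read-out basis: % activation relative to PEA EC100 response. Control set: DMSO and PEA EC100. Repeats: no replicates (n 1).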
CRFBP-R2 agonist: agonists of human CRF-binding protein/CRF-R2 receptor complex; activation, % at 13.2 µM; actives 0.46% (n = 350,000); HEK293 CRF-R2/CRF-BP, calcium dye fluorescence (FLIPR); percent of saturating CRF peptide response;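 active = activation of at least 50%, plus an integration ratio under a set limit after plate pattern correction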;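 also: plate controls were neutral control wells without compound for no effect and CRF at EC100 for full effect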
TAAR1 antag: human TAAR1 antagonism; Q96RJ0; CHO RD-HGA16 TAAR1, Fluo-8 calcium fluorescence, antagonist; inhibition, % at 3 µM; actives 1.5% (n = 360,000);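 active = inhibition above a per-plate cutoff, the mean inhibition of test compounds on that plate plus 3 SD, cut at about 49% in these data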;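 also: 0% = DMSO plus EC80 beta-PEA response and 100% = DMSO alone without agonist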
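Test system: RD-HGA16 CHO cells with stable hTAAR1 and Gα16 / Probe or stimulus: EC80 β-phenethylamine stimulus / Times: seeding 17-24 h prior, 75-min 37 °C, 30-min RT dye loading / Detection: Fluo-8 calcium-sensitive fluorescence / Read-out basis: % inhibition scaled between DMSO and EC80 PEA controls / Repeats: singlicate, one well per test compound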
M4 PAM: CHRM4 positive allosteric modulation; CHO-K1 hM4/Gqi5, Fluo-8 calcium fluorescence, ACh EC20; 0% = ACh EC20, 100% = maximal ACh; activation, % at 3 µM; actives 0.4% (n = 360,000);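 active = activation above its plate's cutoff, the mean activation of sample wells plus 3 SD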; also: some results filed as inactive read as strong as hits
Target sequence (P08173 whole entry, looked up): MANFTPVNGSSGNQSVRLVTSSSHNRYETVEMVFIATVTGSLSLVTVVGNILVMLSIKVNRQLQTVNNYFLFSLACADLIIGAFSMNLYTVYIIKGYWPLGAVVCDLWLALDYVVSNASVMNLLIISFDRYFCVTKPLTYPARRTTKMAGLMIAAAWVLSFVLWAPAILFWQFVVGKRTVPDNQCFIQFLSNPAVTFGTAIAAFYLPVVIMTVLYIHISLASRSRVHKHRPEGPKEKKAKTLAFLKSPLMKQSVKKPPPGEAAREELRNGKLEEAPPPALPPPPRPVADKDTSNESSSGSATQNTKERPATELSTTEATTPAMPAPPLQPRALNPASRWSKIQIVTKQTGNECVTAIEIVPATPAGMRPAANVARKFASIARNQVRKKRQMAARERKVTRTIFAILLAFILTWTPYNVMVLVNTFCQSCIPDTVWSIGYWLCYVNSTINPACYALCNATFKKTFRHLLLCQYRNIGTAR
CHRM5 antagonist: blocks acetylcholine activation of human M5 receptor | P08912 | CHO-hM5 cells, Fluo-8 calcium fluorescence, ACh EC80 | inhibition, % at 3 µM | actives 0.59% (n = 360,000);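 active = inhibition above a per-plate cutoff, the mean of that plate's test compounds plus 3 SD, cut at about 27% in these data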;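 also: 0% = acetylcholine EC80 with DMSO and 100% = DMSO without agonist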
M1 PAM parental: nonselective activator or artifact in parental CHO-K1 calcium assay | actives 0.02% (n = 360,000) | activation, % at 3 µM | ATP EC20, Fluo-8 calcium fluorescence; 0% at ATP EC20, 100% at ATP max;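 active = activation above the run cutoff, the mean activation of all test compounds plus 3 SD, cut at about 40% in these data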;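 also: peak over basal fluorescence ratio in a 140 s read after ATP addition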
CRFBP-R2 block: blocks CRF-induced signaling of the CRF-BP/CRF-R2 complex; HEK293 CRF-R2/CRF-BP, CRF-induced calcium fluorescence; inhibition, % at 11.8 µM; actives 0.59% (n = 350,000); AID 588475;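 active = inhibition of the ligand-induced calcium signal above about 50% at the single tested concentration, limit read from the data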
M5 PAM: CHRM5 positive allosteric modulation; activation, % at 3 µM; P08912; CHO-K1 hM5, Fluo-8 calcium, ACh EC20 PAM; 0% = ACh EC20, 100% = ACh EC100; AID 624038; actives 0.3% (n = 360,000);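 active = activation above the run cutoff, the mean activation of all test compounds plus 3 SD, cut at about 18% in these data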
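Assay system: CHO-K1 hM5 cells. Also added: acetylcholine at EC20 concentration, added after compound. Dosing: 3 µM, single dose. Times: compound preincubation 140 s before EC20 acetylcholine addition. Signal: Fluo-8 calcium fluorescence. Measure: % activation relative to EC20 and EC100 ACh responses. Repeats: singlicate, one well per test compound.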
Numbers without * were called inactive; . = not tested or not shown.

Below each compound – CHRM5 agonist	TAAR1 ag	CRFBP-R2 agonist	TAAR1 antag	M4 PAM	CHRM5 antagonist	M1 PAM parental	CRFBP-R2 block	M5 PAM
O=C(CSc1nnc(-c2ccco2)n1Cc1ccccc1)c1ccccc1
    4	30	-0.8	18	5	0	11	-17	-4
CCOc1ccc(N(C(C)=O)c2nc(C)cc(C)c2C#N)cc1
    1	10	1.3	-12	-4	3	16	-9	0
Cc1nc(C(F)(F)F)ccc1C(=O)N1CCCCC1
    0	2	-0.2	-19	4	12	-3	5	-2
COCCCNCCCCOc1cccc(Br)c1
    -7	12	0.3	-10	-9	-3	26	-19	-3
CCCCN1CC(COCc2ccccc2)Oc2cccc(OCc3ccc(OC)cc3)c2S1(=O)=O (stereo not drawn)
    1	6	4.4	-1	-3	-3	16	1	1
O=C(c1ccco1)N1CCN(CCOCCOc2cccc3ccccc23)CC1
    -3	12	0.0	-29	-4	14	7	-12	-11
O=C(CNC(=O)c1cccs1)NCC(=O)OCC(=O)c1ccccc1
    -1	2	-0.5	2	2	-3	16	2	7
O=C(COc1ccccc1[N+](=O)[O-])N/N=C/c1ccc(OC(=O)c2ccco2)cc1
    1	3	-0.1	-13	-4	-7	14	19	-2
CS(=O)(=O)N(Cc1ccccc1)c1ccccn1
    2	6	1.0	-14	0	-8	-1	-1	10
COC(=O)Oc1ccc(/C=N/NC(=O)CSCc2ccc(Cl)cc2)cc1OC
    -1	7	0.8	8	-8	-3	9	2	-6
CCN(CC)S(=O)(=O)c1ccc(-c2nnc(SCC(N)=O)n2CC)cc1
    -4	9	-0.3	-5	-3	-5	16	10	4
CCOC(=O)c1c(NC(=O)CN2CCCc3ccccc32)sc(C)c1C
    -2	-1	-0.3	-1	-2	0	15	7	-6
Cc1sc2nc(SCC(=O)NCc3ccco3)n(Cc3ccccc3)c(=O)c2c1C
    -5	2	1.7	20	-7	3	2	11	-6
Cc1ccc(CNC(=O)Cn2cncn2)cc1
    0	11	-0.1	-5	6	0	-2	2	1
CCOC(=O)CSc1nc(COc2ccccc2)nc2ccccc12
    -1	-2	-0.7	-14	0	-2	-4	0	-5

Compound profiles, from the list above. Order of screens: CHRM5 agonist | TAAR1 ag | CRFBP-R2 agonist | TAAR1 antag | M4 PAM | CHRM5 antagonist | M1 PAM parental | CRFBP-R2 block | M5 PAM
O=C(CSc1nnc(-c2ccco2)n1Cc1ccccc1)c1ccccc1 is listed as 4 | 30 | -0.8 | 18 | 5 | 0 | 11 | -17 | -4
CCN(CC)S(=O)(=O)c1ccc(-c2nnc(SCC(N)=O)n2CC)cc1 is listed as -4 | 9 | -0.3 | -5 | -3 | -5 | 16 | 10 | 4

(further entries)
Below each compound – CHRM5 agonist	TAAR1 ag	CRFBP-R2 agonist	TAAR1 antag	M4 PAM	CHRM5 antagonist	M1 PAM parental	CRFBP-R2 block	M5 PAM
NS(=O)(=O)c1ccc2nc(-c3ccccc3)c(-c3ccccc3)nc2c1
    -5	1	0.3	-7	10	15	6	0	-3
Cc1cccc(CC(=O)OCn2nnc3ccccc3c2=O)c1
    -2	3	-0.7	-27	-4	1	11	34	-6
O=S(=O)(Nc1ccc(O)c2ccccc12)c1cccs1
    -1	-1	-0.3	-8	-8	-8	-5	6	3
O=C(c1ccc(S(=O)(=O)NCc2ccco2)cc1)N1CCN(c2ccc(F)cc2)CC1
    9	8	28	-16	3	-1	-13	-34	2
O=C(NCCc1ccccc1)c1ccc2[nH]c(=O)c(=O)[nH]c2c1
    -2	3	-0.6	-4	2	1	5	-6	-4
OC(COc1ccc(F)cc1)CN1CCN(CC(O)COc2ccc(F)cc2)CC1 (stereo not drawn)
    -6	6	0.3	-15	-9	3	-11	-4	-2
COC(=O)c1c(N2C(=O)CC(Sc3ncccc3C(=O)O)C2=O)sc(C)c1C (stereo not drawn)
    -2	1	5.0	2	16	-4	25	-11	10
COC(=O)c1ccc(CSc2nc3sc(C)c(C)c3c(=O)[nH]2)cc1
    -6	0	3.5	-7	15	4	12	-7	8
COc1cc(NCCCn2cnc3c(OCc4ccccc4)ncnc32)cc(OC)c1OC
    0	0	0.1	-2	5	3	18	13	-5
COc1c(F)c(F)c(C(=O)Nc2ccc(NC(=O)c3ccco3)cc2)c(F)c1F
    -3	0	-0.4	2	3	3	1	-5	-7
CN(C[C@H](Cc1ccccc1)N(C[C@H](Cc1ccccc1)N(CCC(C)(C)C)N=O)N=O)N=O
    4	4	0.1	24	4	11	15	-13	0
O=C(NCC(c1cccs1)N1CCOCC1)c1ccco1 (stereo not drawn)
    0	7	-3.1	10	1	8	4	2	-1
CCCCC(=O)N1C/C=C\C(c2ccc(OC)cc2)N(Cc2ccc(F)cc2)C(=O)C1 (stereo not drawn)
    3	10	0.4	12	-2	10	14	-1	-1
Cn1c(=O)c2c(nc(SCC(=O)OCc3ccccc3)n2C)n(C)c1=O
    4	7	-0.8	3	-3	13	-1	-2	-8
COc1ccc(-c2noc(CCC(=O)Nc3cccc(C(=O)NC4CC4)c3)n2)cc1OC
    2	6	-0.4	24	0	7	9	8	-7

(listing goes on)
Below each compound – CHRM5 agonist	TAAR1 ag	CRFBP-R2 agonist	TAAR1 antag	M4 PAM	CHRM5 antagonist	M1 PAM parental	CRFBP-R2 block	M5 PAM
Cc1ccc(CNC(=O)COC(=O)[C@@H]2CC(O)CN2S(=O)(=O)c2ccc3c(c2)OCCO3)cc1 (stereo partly drawn)
    0	8	-1.0	-12	11	3	8	-12	5
Cn1cccc1/C=C(/C#N)C(N)=S
    -2	2	-0.5	-24	-3	-2	12	11	0
O=C(NCCOc1ccccc1)C1CCN(C(=O)Nc2ccccc2)CC1
    -1	0	-1.4	0	5	-4	12	-9	0
O=C(OCC(=O)N(C1CCCCC1)C1CCCCC1)c1cnccn1
    -1	5	-0.9	2	2	-9	15	-17	8
O=C(CNC(=O)c1cccc(F)c1)OCc1cc(=O)n2cc(Br)ccc2n1
    -1	1	0.0	2	5	13	16	-14	-9
O=C1C=C(c2cc3ccccc3s2)CCC1
    0	-1	1.1	20	14	-1	-7	-2	-1
COc1cccc(CC(NC(C)=O)C(=O)NC2CCN(C(=O)C3CC3)CC2)c1OC (stereo not drawn)
    1	6	0.9	1	14	-9	15	-1	6
N/C(=N\OC(=O)Cc1ccc(-c2ccccc2)cc1)c1cccnc1
    0	10	-1.0	17	1	5	15	14	-8
Cc1ccc(-c2cc([C@H]3[C@H]4C=CC[C@@H](C)[C@@H]4C(=O)N3Cc3ccccc3)ccc2F)cc1
    3	0	0.3	11	-3	17	-8	-13	-8
CCOC(=O)N1CCN(c2nc(-c3ccc(F)cc3)cs2)CC1
    2	4	0.5	3	10	-6	7	11	1
Cc1ccc(CNc2nc(NC(C)C)nc3ccsc23)c(C)c1
    1	17	.	-5	2	5	17	.	0
Cc1ccc(-c2nnc(-c3ccncc3)n2-c2ccc(C)cc2)cc1
    -2	9	-0.6	3	-6	4	4	-6	1
O=c1c2ccccc2n2c(-c3ccc(C(F)(F)F)cc3)nnc2n1Cc1ccccc1
    -4	-1	-1.3	-39	-6	5	-11	-6	-4
Cc1ccccc1NC(=O)c1oc(=O)c2ccccc2c1-c1ccccc1
    -4	3	-1.0	1	5	-3	20	7	0
O=C(NCC1CCCO1)c1sc2ccccc2c1Cl (stereo not drawn)
    -4	-3	-2.4	9	4	6	-2	31	-4

Continuation.
Below each compound – CHRM5 agonist	TAAR1 ag	CRFBP-R2 agonist	TAAR1 antag	M4 PAM	CHRM5 antagonist	M1 PAM parental	CRFBP-R2 block	M5 PAM
C=CCc1c(C)nc(-c2ccccc2)nc1N/N=C(\C)c1ccc(N)cc1
    -1	-2	5.5	2	4	-2	27	11	3
O=c1[nH]c(NCCO)nnc1Cc1ccccc1
    -4	1	0.3	-5	1	9	13	-7	-2
O=C1CC(c2ccco2)CC(O)=C1C=NCC1NCCc2ccccc21 (stereo not drawn)
    -8	22	3.6	5	4	-4	9	3	2
COc1ccc(/C=N/n2c(-c3ccc(C)cc3)n[nH]c2=S)cc1OC
    -4	-3	-0.5	-28	-1	1	22	6	6
COc1ccc(C(C)(C)C)cc1NC(=O)COC(=O)c1cc(SC)ccc1Cl
    0	2	5.6	-17	12	5	1	-54	-1
CSc1nc(=NC(C)=O)ss1
    -4	3	-0.1	12	-2	4	1	8	-4
Cn1c(NCc2ccco2)nc2c1c(=O)n(Cc1ccc(Cl)cc1)c(=O)n2C
    0	10	1.0	3	11	-5	-8	-22	0
C=CCn1c(-c2cccs2)nc2ccccc21
    -6	3	-0.1	-7	-3	-1	18	-4	-1
COc1ccc(OCCC(=O)OCC(=O)NCc2ccc(F)cc2)cc1
    0	-1	0.1	-4	-4	7	-9	6	5
CNc1nc(SC)nc(N2CCOCC2)n1
    -6	11	-0.8	-2	-2	6	8	-7	-4
CC(CN1CCOCC1)OC(=O)C(C)(c1ccccc1)c1ccccc1 (stereo not drawn)
    -14	0	-1.4	3	2	9	-3	29	-20
O=C(CSc1nnc(-c2cccc(S(=O)(=O)N3CCCC3)c2)n1-c1ccccc1)Nc1cccc(C(=O)O)c1
    -1	-1	-0.1	-4	5	4	-21	7	-6
CC1CCN(C(=O)CN(C2CCCCC2)S(C)(=O)=O)CC1
    -6	9	0.1	4	-2	-4	2	-5	-3
CCOc1cccc2sc(NC(=O)c3ccc(Br)s3)nc12
    -1	6	2.5	-16	10	3	22	9	-4
COc1ccc(NC(=O)c2cc(C3CCCCN3C(=O)CCCc3ccccc3)on2)c(C)c1 (stereo not drawn)
    -3	7	.	4	-2	18	6	.	-5

The listing continues.
Below each compound – CHRM5 agonist	TAAR1 ag	CRFBP-R2 agonist	TAAR1 antag	M4 PAM	CHRM5 antagonist	M1 PAM parental	CRFBP-R2 block	M5 PAM
NC(=O)C1CCN(C(=O)CCC(=O)c2ccc(Br)cc2)CC1
    -1	0	-0.6	-24	16	4	-4	0	4
Cc1cccc(NC(=O)c2c(-c3ccccc3)noc2C)n1
    -1	-1	-2.1	-18	0	7	10	5	-2
O=C1CCCC2=C1C(c1ccccc1O)C1=C(CCCC1=O)O2
    1	-3	-1.9	-5	-2	1	-5	11	-6
O=C1CN(C(=O)CNC(=O)c2ccccc2Cl)c2ccccc2N1
    -1	4	-1.9	-1	-3	3	20	-12	-6
COCCN(C(=O)CSc1n[nH]c(-c2ccccc2)n1)c1c(N)n(CC(C)C)c(=O)[nH]c1=O
    2	-1	-1.1	12	11	5	1	24	3
CCOC(=O)N1CCC(NC(=O)CCS(=O)(=O)c2ccc3c(c2)CCN3C(C)=O)CC1
    -4	6	-0.1	4	1	1	17	10	6
COc1ccc(C(CNC(=O)c2ccc(NS(=O)(=O)c3cccc([N+](=O)[O-])c3)cc2)N2CCOCC2)cc1 (stereo not drawn)
    -4	0	0.0	1	-5	7	-1	-8	-5
CCOc1ccc(-c2cc(CCCC(=O)N3CCN(c4ccc(OC)cc4)CC3)no2)cc1
    4	1	1.8	13	-4	-3	19	-25	-3
O=C(c1cc(-c2ccncc2)nc2ccc(Br)cc12)N1CCN(c2ccccn2)CC1
    3	35	-1.8	47	-11	14	9	19	-14
